Sm TGR inh: blocks Schistosoma mansoni thioredoxin glutathione reductase. Q962Y6. purified TGR, DTNB reduction, TNB absorbance 405 nm. Potency, µM (series often up to 114 µM), for inactives: at the top dose activity change, negative = inhibition, hits mostly inhibitors. 360,000 compounds, 3% hits; also: nearly all actives have a fitted effect of over 60% in size
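First, TGR (20 nM dispensed) and NADPH were mixed with compound. Second, a 15 min room-temperature incubation followed. Third, further NADPH and then DTNB were added to start the reaction. Finally, TNB absorbance was monitored kinetically.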
Pf growth 48h: inhibits P. falciparum growth in the first generation, 48 h | P. falciparum luciferase growth in erythrocytes, 48 h | Potency, µM (doses to about 28.7 µM), for the others: at the top dose activity change, negative = inhibition, most hits filed as inhibitors | 310,000 compounds, 5.9% hits | AID 504832
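Luciferase-expressing parasites in RBCs, 2% Hct / 0.1% parasitemia final; RPMI 1640 + 0.5% Albumax; 37 C, 5% CO2, one generation; luminescence read-out, lower signal = inhibition.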
HCV inh: HCV inhibition; AID 651820; Potency, µM (highest dose often 41.8 µM), without a hit: at the highest dose activity change, negative = inhibition, hits mostly inhibitors; 340,000 compounds, 3.4% hits; Huh7.5.1 HCVcc-Cre infection, luciferase reporter, 44 h
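Reporter virus HCVcc-Cre (~0.5 moi) infects cells exposed to compound; seeding density 1,000 cells/well with 4 h settling beforehand. Luminescence, 15 sec read, taken 44 h post-infection following a 15 min RT substrate incubation.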
Tb PYK inh: T. brucei pyruvate kinase inhibition; Q57TT1; TbPYK enzyme, Kinase-Glo Plus ATP luminescence, 45 min; Potency, µM (doses to about 76.8 µM), without a hit: top-dose activity, negative = inhibition, most hits filed as inhibitors; 410,000 compounds, 0.12% hits; also: nearly all actives have a fitted effect of over 50% in size
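Quantitative HTS: titrated library compounds versus trypanosomal pyruvate kinase in TEA buffer (pH 7.2) containing KCl, MgCl2, BSA and Tween-20. Reactions were initiated with ADP, 130 uM final. Kinase-Glo Plus luminescence was read after 45 min at RT.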
Pf growth 96h: P. falciparum growth inhibition at 96 hours. Potency, µM (series often up to 28.7 µM), inactives show at the top dose activity change, negative = inhibition, hits mostly inhibitors. P. falciparum luciferase reporter growth, 96 h. 320,000 compounds, 6.9% hits
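Plates of compound plus infected erythrocytes (2% hematocrit, 0.05% parasitemia final) incubate 96 hours, 37 C, 5% CO2. Detection reagent added; reduced luminescence from the parasites' luciferase reporter flags inhibition.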
LmPK inh: LmPK (Leishmania mexicana) enzyme inhibition | Potency, µM (doses to about 57.5 µM), without a hit: at the highest dose activity change, negative = inhibition, usual class: inhibitors | purified LmPK, Kinase-Glo ATP luminescence, 1 h | 290,000 compounds, 0.37% hits | AID 1721 | Q27686
Target sequence (Q27686 whole entry, looked up): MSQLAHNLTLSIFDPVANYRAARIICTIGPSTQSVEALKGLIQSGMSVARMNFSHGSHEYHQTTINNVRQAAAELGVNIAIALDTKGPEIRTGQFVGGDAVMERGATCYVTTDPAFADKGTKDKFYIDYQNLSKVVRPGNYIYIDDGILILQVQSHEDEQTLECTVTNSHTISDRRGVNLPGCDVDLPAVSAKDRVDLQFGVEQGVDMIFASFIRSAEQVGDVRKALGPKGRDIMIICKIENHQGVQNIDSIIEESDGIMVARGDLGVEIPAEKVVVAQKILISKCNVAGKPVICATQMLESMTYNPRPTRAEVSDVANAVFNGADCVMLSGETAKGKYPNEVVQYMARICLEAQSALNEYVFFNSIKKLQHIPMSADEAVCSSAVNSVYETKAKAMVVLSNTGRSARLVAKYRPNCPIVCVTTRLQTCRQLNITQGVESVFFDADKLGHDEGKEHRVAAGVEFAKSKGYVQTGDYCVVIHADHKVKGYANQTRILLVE
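ATP generated from ADP (0.1 mM) and PEP (0.5 mM) by 0.1 nM LmPK over 1 h at room temperature (pH 7.2 imidazole buffer) was detected by coupled luciferase luminescence. Values were normalized to uninhibited and no-enzyme wells.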
Active calls of the source: *; ? = inconclusive; nt = no result given; & = joins results of further samples; [ ] = dose if it differs, or a comment. Calls follow the shape of the dose curve; as a rule, active = well fitted curve in the direction sought with a large enough effect; inconclusive = small, poorly fitted or top-dose-only effect, or another doubt; inactive = no such curve, though single readings can be large; an effect the other way counts as inactive or inconclusive. % is scaled to controls: 0 for no effect and ±100 for the full control effect; potency is read from the fitted curve at half-maximal effect. Random draw from the library (roughly 16% active in at least one column).

SMILES,Sm TGR inh,Pf growth 48h,HCV inh,Tb PYK inh,Pf growth 96h,LmPK inh
Cn1nc(-c2ccc(C(=O)N3CCN(CCO)CC3)cc2)c2ccccc2c1=O,0%,nt,-6%,6%,nt,-1%
COc1ccc(Cl)cc1-c1nc(N)nc(NC2CCCCC2)n1,3%,-8%,27%,?,10%,-3%
COc1ccc(N2CCN(S(=O)(=O)c3ccc(OC)c(C(=O)N4CCCC4)c3)CC2)cc1,-2%,-7%,-15%,-4%,1%,1%
Cc1ccc(S(=O)(=O)N2CCOCC2)cc1NS(=O)(=O)c1ccc(F)c(F)c1,-3%,-25%,11%,1%,-24%,nt
Cc1nn(-c2ccccc2)c(C)c1C(=O)NCc1ccccc1F,1%,-24%,1%,-3%,-18%,3%
Cc1ccc(CNC(=O)CSc2ncc(C(=O)Nc3ccccc3)c(=O)n2C)cc1,0%,3%,?,-1%,4%,nt
Cc1ccc(CNC(=O)c2ccccc2NS(C)(=O)=O)cc1,5%,6%,0%,8%,144%[activator],-1%
COc1ccc(C(=O)Nn2c(C)nc3ccccc3c2=O)c(OC)c1,0%,22%,15%,2%,1.2µM*,1%

SMILES,Sm TGR inh,Pf growth 48h,HCV inh,Tb PYK inh,Pf growth 96h,LmPK inh
CCO[C@@H]1OC(C(=O)N2CCN(Cc3ccccc3)CC2)=C[C@H](c2ccccc2)[C@H]1CCCO,-35%,?,-20%,3%,?,-8%
Cc1ccc(N2CC(C(=O)Nc3nnc(SCCC4OCCO4)s3)CC2=O)cc1 (configuration not stated),-2%,?,2%,-18%,?,-1%
Nn1c(SCC(=O)Nc2ccc(F)cc2F)nnc1-c1cccnc1,-14%,49%[activator],27%,8%,?,-16%
O=S(=O)(NC1CC1)c1ccc2c3c(cccc13)CC2,-9%,-10%[5.75 µM],-28%,-2%,7%,4%
O=C(C1CCC(=O)N(C2CCCC2)C1)N1CCN(Cc2cccc(Cl)c2)CC1 (configuration not stated),?,-16%,-2%,-10%,23%,-7%
OCc1ncccc1O,2%,-23%,21%,-3%,-9%,-1%
CCOC(=O)N1CCN(C(=O)CS(=O)(=O)c2cn(Cc3ccc(Cl)cc3)c3ccccc23)CC1,-16%,?,-26%,1%,?,-1%
Cc1ccc(C(=O)CSc2ncnc3sc4c(c23)CCC(C)C4)cc1 (configuration not stated),-3%,-1%,?,-4%,88%[activator],1%

SMILES,Sm TGR inh,Pf growth 48h,HCV inh,Tb PYK inh,Pf growth 96h,LmPK inh
CC(C(=O)O)n1c(-c2ccn[nH]2)n[nH]c1=S (configuration not stated),2%,35%[activator],-4%,-7%,20%,-3%
O=C(COC(=O)c1ccc(S(=O)(=O)C(F)F)cc1)Nc1cccnc1Cl,-10%,-19%,13%,5%,11%,nt
C#CCOCCOCCOCCNc1nc(N2CCOCC2)nc(N2CCN(C(=O)CCCCCCCCCCNC(=O)[C@H](CO)n3cc(CCCCCN)nn3)CC2)n1,-35%,0.33µM*,1%,4%,0.83µM*,nt
CCN(CC)S(=O)(=O)c1ccc(N2CCCC2)c(NC(=O)C2=COCCO2)c1,1%,15%,18%,11%,-20%,nt
COc1ccc(NS(=O)(=O)c2cc(NC(=O)C3CCCO3)ccc2N2CCCCC2)cc1 (configuration not stated),9%,5.2µM*,?,-1%,?,0%
O=C(/C=C/c1ccccc1)c1ccccc1,?,14%,10µM*,3%,?,?
Cc1cc(S(=O)(=O)N(Cc2ccccc2)Cc2ccc(N(C)C)cc2)ccc1-n1cnnn1,-8%,?,-15%&-26%,3%,nt,4%
COc1ccc(C(=O)OCC(=O)NCCN2C(=O)CSC2=O)cc1,-1%,2%,0%,-2%,58%[activator],4%

SMILES,Sm TGR inh,Pf growth 48h,HCV inh,Tb PYK inh,Pf growth 96h,LmPK inh
Cc1ccccc1S(=O)(=O)Cc1ccc(C(=O)NCCN(CC(C)C)CC(C)C)o1,?,-15%[0.00184 µM],-21%,1%,4%,-1%
Cc1ccc(C)c(C(=O)COC(=O)CCN2C(=O)C3C4CCC(C4)C3C2=O)c1 (configuration not stated),1%,8%,11%,0%,-2%,3%
C/C(=C/C(=O)NCc1ccccc1)C(=O)O,0%,11%,5%,4%,0%,-3%
O=[N+]([O-])c1cccc(-c2csc(N/N=C/c3cccc(O)c3)n2)c1,7%,-20%,?,3%,41%[activator],-4%
O=S(=O)(NCC(c1ccc2c(c1)OCO2)N1CCN(c2ccccc2)CC1)c1ccccc1 (configuration not stated),6%,7.4µM*,-6%,2%,?,nt
Oc1ccc(C2C(c3ccccc3)=NN=C(c3ccccc3F)N2O)c(O)c1 (configuration not stated),?,-15%,23%,2%,?,4%
CCCCOCCCNC(=O)c1ccc([N+](=O)[O-])c(C)c1,-4%,-8%,-7%,-18%,15%,-6%
Cc1ccc2[nH]c(=O)c3cc(C(=O)NCC4CCCO4)sc3c2c1 (configuration not stated),6%,10%,?,1%,?,9%

SMILES,Sm TGR inh,Pf growth 48h,HCV inh,Tb PYK inh,Pf growth 96h,LmPK inh
Cc1ccc(S(=O)(=O)N(CC(=O)NCCC2=CCCCC2)Cc2ccccc2)cc1,-13%,?,?,2%,59%[activator],4%
CCn1c(O)c(N=NC(=S)NCC2CCCO2)c2ccccc21 (configuration not stated),10%,-29%,?,2%,?,0%
Cc1ccc2nc(N(CCCN(C)C)C(=O)c3ccc(S(=O)(=O)N4CCc5ccccc5C4)cc3)sc2c1,2%,?,?,-12%,?,13%
O=C(N/N=C/c1ccc2c(c1)OCO2)C(=O)N1CCCC1,-13%,66%[activator],10%,-7%,-10%,-1%
N#Cc1cccc(S(=O)(=O)NCc2nnc3ccccn23)c1,-18%,-20%,15%,-1%,-20%,nt
CCN(CC)CCCN=Cc1c(O)n(CCc2ccc(OC)c(OC)c2)c(=O)[nH]c1=O,-2%,-7%,-6%,-2%,33%[activator],-4%
COCCOn1c(SCCOC)nc2ccccc2c1=O,-2%,24%,11%,-1%,15%,5%
CN1C(=O)CN=C(c2ccc(Cl)cc2)c2cc(Cl)ccc21,9%,?,4%[8.37 µM],-2%,?,-11%

SMILES,Sm TGR inh,Pf growth 48h,HCV inh,Tb PYK inh,Pf growth 96h,LmPK inh
O=C1c2cccnc2C(=O)N1c1cccc([N+](=O)[O-])c1,-13%,25%,11%,2%,0%,-10%
N=C(N)c1ccc(Cl)cc1,5%,-18%,1%,-4%,-3%,0%
Cc1cccc(C#N)c1NC1=CC(=O)CC(C)(C)C1,-5%,5%,11%,0%,?,-1%
COc1ccc(CN(C)S(=O)(=O)c2nnc(NC(=O)c3ccccc3Br)s2)cc1,0%,10%,3%,-1%,0%,1%
CCN(C(=O)c1cnc2scc(C)n2c1=O)c1ccccc1C,-20%,-1%,-15%,-10%,-3%,2%
CC1CCN(C(=O)C2CCN(S(=O)(=O)c3cccs3)CC2)CC1,-8%,28%,21%,-5%,-26%,0%
COc1ccc2nc(C)c3cc(C)oc3c2c1,-10%,12%,8.9µM*,6%,nt,0%
O=C(Nc1ccc(N2CCN(C(=O)c3cccs3)CC2)c(Cl)c1)c1ccco1,1%,nt,?,-3%,?,-4%

SMILES,Sm TGR inh,Pf growth 48h,HCV inh,Tb PYK inh,Pf growth 96h,LmPK inh
CCN(CC)S(=O)(=O)c1ccc2c(c1)C(=NO)c1cc(S(=O)(=O)N(CC)CC)ccc1-2,7%,9.3µM*,4.5µM*,-1%,8.3µM*,3%
CCn1c(SCC(=O)Nc2ccc3c(c2)c2ccccc2n3CC)nnc1-c1cnccn1,-14%,?,?,-21%,8%,1%
COc1ccc(CNC(=O)CN2C(=O)COc3ccc(S(=O)(=O)N4CCOCC4)cc32)cc1,13%&0%,-11%,-3%,-4%&-2%,?,5%
CCc1ccc(CN(C)C(=O)c2cc(COc3c(F)cccc3F)on2)cc1,nt,1%,3%,-10%,?,2%
COc1ccccc1NC(=S)N1CC(C)(C)C1=O,8%,nt,4%,1%,?,5%
CCn1ccnc1CN(C)C(=O)c1cc(COc2ccc(Cl)cc2OC)on1,-25%,8%,-11%,2%,3.7µM*,-1%
Cc1c(CC(=O)NCC(=O)O)c(=O)oc2cc3occ(-c4ccccc4)c3cc12,-10%,-7%,24%,4%,3%,12%
O=C(Nc1ccc(Cl)cc1)c1ccsn1,25%,171%[activator],-12%,0%,84%[activator],-17%

SMILES,Sm TGR inh,Pf growth 48h,HCV inh,Tb PYK inh,Pf growth 96h,LmPK inh
O=C(c1ccncc1)N(Cc1cc2ccccc2[nH]c1=O)C1CCCCC1,7%,-13%,-28%,3%,0%,-1%
CNC(=O)c1c(NC(=O)c2ccco2)sc(C)c1C,-9%,7%,?,-6%,65%[activator],nt
CCC(C#CCN1CCOCC1)(CC)OCCC#N,5%,10%,1%,10%,34%[activator],-1%
CCOC(=O)Cn1nc(Cc2ccccc2)c2ccccc2c1=O,-6%,?,?,1%,?,1%
O=C(O)c1cnn2c(C(F)(F)F)cc(-c3ccco3)nc12,?,23%,5%,2%,4%,5%
O=C(CNc1cccc(C(F)(F)F)c1)Nc1cccc(S(=O)(=O)N2CCCC2)c1,-13%,?,11µM*,-5%,?,nt
Cc1cccc(NC(=O)c2ccc(S(=O)(=O)N(C)C)cc2)n1,0%,51%[activator],-3%,3%,nt,-1%
Cc1ccc(C(=O)NCC(=O)OCc2csc(-c3ccccc3)n2)cc1,6%,1%,14%,-6%,1%,6%

SMILES,Sm TGR inh,Pf growth 48h,HCV inh,Tb PYK inh,Pf growth 96h,LmPK inh
N#CC1C=Cc2ccccc2N1C(=O)c1ccccc1 (configuration not stated),-11%,-7%,-10%,4%,-4%,0%
O=C(O)c1cccnc1Sc1ccc(Br)cc1,11%,-1%,14%,1%,-3%,-2%
CCOC(=O)c1cc(OCC(=O)NC(C)C(C)C)cc(C(=O)OCC)c1 (configuration not stated),-22%,2%,-21%,5%,-18%,3%
CCOc1ccccc1NC(=O)N1CCC(c2nc3ccc(C)cc3[nH]2)CC1,0%,-12%,nt,3%,13%,2%
CCC(Cc1ccccc1)NC(=O)CCn1cccc1 (configuration not stated),-31%,13%,?,3%,5.9µM*,-4%
CCOCCCNC(=O)C1CCN(Cc2cccc(OCc3ccccc3)c2)CC1,1%,-18%,?,2%,-28%,-2%
Cn1c(C(=O)N2CCN(c3ccc([N+](=O)[O-])cc3)CC2)cc2c(=O)[nH]c3ccccc3c21,6%,?,-25%,5%,?,1%
COc1ccccc1C(=O)NC(=O)COC(=O)c1cc[n+]([O-])cc1,-11%,-15%,6%,2%,11%,nt
O=C(COc1ccc([N+](=O)[O-])cc1)Nc1cccc2nsnc12,-2%,-4%,-20%,-4%,?,2%
COc1cccc2c1OC1(C)CC2N(C(=O)c2ccco2)C(=S)N1c1ccc(F)cc1 (configuration not stated),-31%,-12%,20%,3%,nt,2%
COc1cccc(CNC(=O)CCN2C(=S)NC(C)(C)CC2C)c1 (configuration not stated),5%,2%,8%,-5%,?,7%
